From PubChem
TcdB GH inh = blocks C. difficile toxin B glycohydrolase activity; 350,000 tested, 0.24% active; P18177; AID 652162; TcdB glycohydrolase enzymatic assay, plate reader; inhibition, % at 9.99 µM; in the data active = inhibition above about 10%
UGM FP inh = blocks M. tuberculosis UGM enzyme. P9WIQ1. purified UGM, fluorescence polarization probe displacement. inhibition, % at 10 µM. 320,000 tested, 0.06% active; in the data active = inhibition above about 10%, passing the limit was not always enough
Mtb BioA inh = inhibitors of Mycobacterium tuberculosis BioA enzyme | purified M. tuberculosis BioA enzyme, plate reader | inhibition, % at 9.99 µM | 360,000 tested, 0.096% active | AID 602481; in the data active = inhibition above about 40%
Y pestis TopoI = blocks Yersinia pestis topoisomerase I activity; AID 504884; Y. pestis Topo-I cleavage product accumulation, plate reader; activity, % at 10 µM; 360,000 tested, 0.064% active; in the data active = activity above about 50%, passing the limit was not always enough; also: inactives centre near 2
Vc quorum ag = induces V. cholerae light production without autoinducers. V. cholerae BH1578 lux reporter, luminescence, 6 h. AID 588436. 350,000 tested, 0.16% active. activation, % at 18.7 µM; in the data active = activation mostly above about 9.7%, no sharp cut-off; also: not every result past the cut was called active; inactives centre near 0; reference of the scale not given here
PfHsp40 rescue = compounds rescuing yeast from Plasmodium falciparum HSP40 toxicity | S. cerevisiae expressing PfHsp40, growth rescue, ATP luminescence | growth rescue, % at 12.5 µM | 340,000 tested, 0.68% active | AID 504582; in the data active = growth rescue above about 28%, passing the limit was not always enough;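 also: yeast W303a lacking pdr1 and pdr3 grown in galactose medium; growth measured after three days at 30 °C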
FadD28 FP inh = inhibitors of Mycobacterium tuberculosis FadD28 bisubstrate binding; FadD28 bisubstrate probe binding, fluorescence polarization; inhibition, % at 12.5 µM; 360,000 tested, 0.22% active; in the data active = inhibition above about 8.5%, passing the limit was not always enough
Mtb FBA inh = inhibits M. tuberculosis FBA enzyme | 360,000 tested, 2.3% active | inhibition, % at 1 µM | P9WQA3 | AID 588726 | purified M. tuberculosis FBA, fluorescence read-out; in the data active = inhibition above about 27%;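 also: 0% = vehicle and 100% = reference inhibitor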
GDH-TPI inh = inhibits GDH-TPI coupling enzymes, artifact for Mtb FBA screen | GDH-TPI coupled enzyme counterscreen, NADH absorbance | 360,000 tested, 1.2% active | inhibition, % at 4.8 µM; in the data active = inhibition above about 30%;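 also: 0% = DMSO wells and 100% = wells lacking the enzyme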
* marks the source's active call; other numbers are inactive results; i = inactive; . = not tested or not shown. This is a random part of the collection; any-hit rate near 4.6%.

SMILES	TcdB GH inh	UGM FP inh	Mtb BioA inh	Y pestis TopoI	Vc quorum ag	PfHsp40 rescue	FadD28 FP inh	Mtb FBA inh	GDH-TPI inh
COc1cc2c(cc1OC)C13CCN4C=C5CCOC6CC(=O)N2C1C6C5CC43 (stereo unspecified)	1.6	.	.	3	-1.2	-1.0	0.8	4	3
COc1ccc(Cl)cc1S(=O)(=O)N1CCCC(C(=O)NCc2ccccc2)C1 (stereo unspecified)	1.6	-2.1	1.9	16	-0.3	-1.0	-5.1	-1	2
COc1ccc(N(CCN2C(=O)c3ccccc3C2=O)C(=O)c2cccc([N+](=O)[O-])c2)cc1	1.0	-3.0	.	22	-0.3	0.5	-0.1	1	2
COc1cc(OC)c([C@H]2C=C(C)[C@H]3C[C@@H]2C3(C)C)c(OC)c1	-0.5	-2.9	-0.3	6	-0.3	-1.5	-1.3	-2	-8
COc1cc(Br)cc(C(=O)N2CCc3ccccc32)c1OC	3.1	.	0.0	11	-0.5	.	-5.9	-1	3
CNS(=O)(=O)c1cccc(C(=O)OCC(=O)Nc2sc3c(c2C#N)CCCCC3)c1	0.3	-3.1	.	32	-0.1	2.2	6.8	1	3
O=C(CN(Cc1ccccc1Cl)C(=O)CNS(=O)(=O)c1ccccc1)NCC1CCCO1 (stereo unspecified)	0.5	-0.2	-0.2	12	-0.1	-0.7	.	4	-2
COc1ccccc1N1CCN(C(=O)COc2cc(C)ccc2C)CC1	-0.6	-0.4	.	-7	-2.6	1.9	-4.2	-3	0
O=C(CSc1ncnc2c1nnn2Cc1ccc(F)cc1)NC1CCCCC1	-0.3	-1.4	.	5	-0.5	-1.1	0.1	0	10
COc1cc(NC(=O)c2nn(C)c3c2CS(=O)(=O)c2ccccc2-3)cc(OC)c1	2.1	-0.4	-0.5	4	-7.1	0.5	-0.3	0	-3
CCc1ccc(NC(=O)Nn2cnnc2)cc1	2.3	1.0	1.3	10	-12	-0.5	0.2	2	-11
COC(=O)c1ccc(Nc2nc3ccc(C)cc3n3cnnc23)cc1	1.0	-1.2	-0.8	5	-0.9	0.5	-1.0	1	0
O=C(COC(=O)c1nsc(Cl)c1Cl)NC1CCCCC1	0.7	-2.3	.	9	-0.1	0.3	.	1	-10
COc1ccc(CN2CCNC(=O)C2CC(=O)NC2CCCCCCC2)cc1OC (stereo unspecified)	1.7	5.8	1.9	-12	-0.4	0.7	-3.6	-8	-7
Cc1ncc(NS(=O)(=O)c2ccc(N)cc2)nc1C	-0.2	.	-0.7	-2	i	0.5	.	0	3
Cc1ccc(C(=O)CSc2nnc(-c3snnc3C)n2C2CC2)cc1	0.9	-3.8	0.1	15	-0.6	-0.4	0.5	-2	-5
O=C(O)C(Cc1cnc[nH]1)NS(=O)(=O)c1ccc(Cl)cc1 (stereo unspecified)	0.9	-0.9	-2.0	5	-0.3	-0.7	-0.6	-2	17
COc1ccc(C(=O)OCC(=O)Nc2sccc2C(N)=O)cc1OC	-0.8	-2.0	-1.4	2	-0.2	12	-1.5	3	6
CC(=O)Nc1ccc(OCC(O)Cn2c3ccccc3c3ccccc32)c(C)c1 (stereo unspecified)	.	-1.2	1.1	15	-0.4	8.7	-3.6	2	3
O=C(NC1CC1)c1ccc(NC(=O)C2CCC2)cc1	-0.2	.	1.6	5	i	-1.1	0.5	0	13
CC(Sc1nnc(C(F)(F)F)n1C)C(=O)Nc1ccc(N2CCOCC2)cc1 (stereo unspecified)	1.2	0.8	-0.2	-6	i	2.2	-3.2	-1	-4
Cc1cc(NC(=O)CSc2nccn2-c2ccc([N+](=O)[O-])cc2)no1	2.3	3.4	0.6	3	-0.4	-0.2	-2.0	4	-16
O=C(Oc1cccc(C(=O)N2CCOCC2)c1)c1ccc(Br)cc1	.	-3.2	6.9	9	-0.7	0.7	-1.1	-1	8
Cc1ccc(-c2c(C(=O)N/N=C/C3CCCCC3)nnn2-c2nonc2N)cc1	0.6	-0.2	-0.9	-2	-0.1	-1.0	-5.5	3	14
COc1cccc(NC(=O)NC2(C(=O)N3CCN(C)CC3)CCCCC2)c1	0.3	1.5	.	2	i	-0.7	-3.1	0	-10

Some of these compounds in order of molar mass, rising:
SMILES	TcdB GH inh	UGM FP inh	Mtb BioA inh	Y pestis TopoI	Vc quorum ag	PfHsp40 rescue	FadD28 FP inh	Mtb FBA inh	GDH-TPI inh
COc1ccccc1N1CCN(C(=O)COc2cc(C)ccc2C)CC1	-0.6	-0.4	.	-7	-2.6	1.9	-4.2	-3	0
COc1cccc(NC(=O)NC2(C(=O)N3CCN(C)CC3)CCCCC2)c1	0.3	1.5	.	2	i	-0.7	-3.1	0	-10
O=C(CN(Cc1ccccc1Cl)C(=O)CNS(=O)(=O)c1ccccc1)NCC1CCCO1 (stereo unspecified)	0.5	-0.2	-0.2	12	-0.1	-0.7	.	4	-2

One compound at a time (already shown). Values in the order: TcdB GH inh, UGM FP inh, Mtb BioA inh, Y pestis TopoI, Vc quorum ag, PfHsp40 rescue, FadD28 FP inh, Mtb FBA inh, GDH-TPI inh
`COc1cc(Br)cc(C(=O)N2CCc3ccccc32)c1OC` is entered as 3.1, ., 0.0, 11, -0.5, ., -5.9, -1, 3
`COc1ccc(C(=O)OCC(=O)Nc2sccc2C(N)=O)cc1OC` is entered as -0.8, -2.0, -1.4, 2, -0.2, 12, -1.5, 3, 6

Continuation.
SMILES	TcdB GH inh	UGM FP inh	Mtb BioA inh	Y pestis TopoI	Vc quorum ag	PfHsp40 rescue	FadD28 FP inh	Mtb FBA inh	GDH-TPI inh
COC(=O)c1cn(C(=O)c2cccc(Br)c2)c2ccccc12	0.8	-1.3	-1.3	14	i	-0.2	.	-1	-1
CC(C)(C)OC(=O)N[C@H](Cc1ccccc1)C(=O)N1CCC(C(=O)O)CC1	.	0.1	0.0	1	i	-0.2	-3.5	-3	-3
COc1ccc(Cl)cc1-c1nc(SCC(=O)NC2CC2)n[nH]1	-0.3	-0.2	.	3	0.4	0.7	-5.1	-1	-11
CCOC(=O)C12CNC(=O)C(C(=O)OCC)(CNC1=O)C2	.	-1.8	-0.5	10	i	-0.7	-1.2	0	5
CCOC(=O)C(=NCCCN(C)C)NNc1cc(C(F)(F)F)ccc1Cl	-3.0	-3.0	0.9	-16	-0.2	-1.0	-0.2	1	5
Cc1cccc(C)c1NS(=O)(=O)c1ccc2c(c1)NC(=O)CO2	0.6	-1.0	-1.9	-14	-0.2	0.5	-0.2	-1	1
CCn1c(=O)n(CC)c2cc(S(=O)(=O)Nc3ccccc3C)c(C)cc21	1.9	0.5	-0.2	-1	i	0.2	-2.8	-5	11
CCOc1cc(/C=C/C(=O)O)ccc1OCCOc1ccc(F)cc1	0.8	2.5	-0.1	10	i	-1.7	-0.7	2	11
Cc1nnc(SCC(=O)Nc2cccc(Cl)c2)n1CC1CCCO1 (stereo unspecified)	0.7	0.1	0.5	-2	-0.4	-0.3	0.7	1	11
CCC(C(=O)NCCCN1CCN(CC)CC1)n1nc(C)n2c(cc3occc32)c1=O (stereo unspecified)	0.7	-3.4	-0.5	-2	i	-1.1	-0.3	-3	-1
O=C(COC(=O)c1cc(=O)[nH]c2ccccc12)c1ccc(Br)cc1	1.4	-0.4	-1.8	-2	i	1.2	0.0	-2	6
Cc1ccc(NC(=O)COC(=O)c2cc(=O)c3ccccc3o2)c(Br)c1	2.2	0.6	-0.9	0	-0.5	-0.6	-2.3	2	4
CC(=O)c1ccc(S(=O)(=O)Oc2ccc(-c3ccc(C(=O)O)cc3)cc2)cc1	-0.5	-3.5	-1.4	3	i	0.5	-1.5	-1	4
CCCCCCOC(=O)Nc1ccc(S(=O)(=O)Nc2cccc([N+](=O)[O-])c2)cc1	2.6	2.4	-0.1	-5	-0.2	2.2	0.8	-1	3
O=C(C[n+]1cc(Br)cc2ccccc21)c1ccc(Br)cc1	-1.8	-1.3	0.2	-12	0.0	-0.9	-6.0	2	3
COc1ccc(-c2nc3cccc(C)n3c2NCc2ccco2)cc1OC	.	-1.0	6.7	9	1.7	-0.7	-1.0	5	3
CCCCOC(=O)c1ccc(OC(=O)c2cccnc2)cc1	.	-2.2	5.3	16	-0.3	1.7	-1.3	4	-4
O=C1/C(=C/c2ccccc2)CSc2sccc21	.	-1.3	1.3	4	i	0.1	-0.4	10	0
COc1ccc2[nH]cc(C(=O)CN3CCCC(C)(C)C3)c2c1	0.8	2.0	-0.1	-1	-0.6	-1.2	-2.0	2	-1
Cc1ccc(CC2CC(=O)N(C(Cc3ccccc3)C(=O)O)C2=O)cc1 (stereo unspecified)	0.5	0.3	.	3	-0.4	1.3	-3.5	-5	-1
O=[N+]([O-])c1ccc(C[n+]2ccc(Cc3ccccc3)cc2)cc1	1.2	3.1	21	-3	-0.4	0.3	-0.4	1	11
COC(=O)c1cc(NC(=O)c2ccoc2C)cc(C(=O)OC)c1	.	-4.0	-0.1	0	-0.2	-1.1	-2.1	-1	-5
CC(=O)c1ccc(OCCCC(=O)NC2CCCCC2C)cc1 (stereo unspecified)	1.5	-1.0	-1.3	0	i	-0.6	-0.1	3	-3
CC1CCN(c2ncnc3ccccc23)CC1	.	-1.6	.	0	1.1	0.4	-0.8	4	5
CC(Oc1ccccc1Cl)c1nnc(N)s1 (stereo unspecified)	.	1.9	-2.2	-1	-0.9	-2.1	-3.1	4	15
Further structures
SMILES	TcdB GH inh	UGM FP inh	Mtb BioA inh	Y pestis TopoI	Vc quorum ag	PfHsp40 rescue	FadD28 FP inh	Mtb FBA inh	GDH-TPI inh
CC(=O)N1CCN(c2ncnc3sc(-c4ccccc4)cc23)CC1	1.8	-3.7	.	15	-0.5	0.7	-3.9	11	17
Cn1cccc1C(=O)NC(=O)COC(=O)c1ccc(S(C)(=O)=O)cc1	-0.4	-2.5	.	3	i	-1.1	1.6	5	3
Clc1ccc(CSc2nnc(CNc3cccc(Cl)c3)o2)cc1	.	-0.7	.	18	-6.2	-1.2	-6.6	-2	10
Cc1cccc(OCC(=O)Nc2ccc3c(c2)OCO3)c1C	.	1.9	-0.9	21	-0.6	3.4	-3.7	0	3
COc1ccc(OCC(=O)N/N=C/c2ccsc2)cc1	.	.	4.2	3	2.9	-0.5	0.0	0	8
Cc1cccc(-c2oc3ccccc3c2C#CCCO)c1	-1.0	-0.3	-0.5	8	i	22	-8.5	12	8
CN(C)C(=O)N1CCC(C(=O)N2CCCC(C(=O)c3cccc4ccccc34)C2)CC1 (stereo unspecified)	0.9	-2.7	.	18	i	1.3	-4.2	3	-4
COc1ccc(Nc2nc(C)cc(C)c2C#N)cc1OC	-0.2	-1.9	-4.0	-8	-0.2	0.4	-1.0	4	20
CCN(CC)S(=O)(=O)c1ccc(C(=O)N2CCN(C3=NS(=O)(=O)c4ccccc43)CC2)cc1	0.5	1.1	0.9	13	i	-1.6	1.0	0	10
Cc1[nH]c2c(C)cccc2c1CN1CCC(CO)(Cc2ccccc2)CC1	-1.3	1.3	2.3	-9	-3.3	-1.2	-2.0	1	8
CN(CC(=O)Nc1ccc(F)cc1Cl)Cc1cccs1	0.8	-0.7	0.7	24	-2.6	-0.5	-0.3	1	4
COc1ccc(CCN2CCCC(CN(C)Cc3cc(Cl)c(O)c(OC)c3)C2)cc1 (stereo unspecified)	0.0	2.1	6.9	-2	-0.7	0.9	-0.1	-1	-3
N#Cc1ccc(C(=O)NNC(=O)c2ccncc2)cc1	0.5	3.9	-1.0	-2	i	-1.7	-0.8	0	18
COc1cccc(-c2nnc3sc(-c4ccccc4)nn23)c1	.	-0.3	1.1	4	i	1.0	-3.3	-1	2
Nc1cc(Cl)ccc1C(=O)OCC(=O)NCc1cccs1	0.7	2.7	0.5	8	1.0	0.3	-3.6	56*	2
O=C(Cc1ccccc1)Nc1ccc(C(=O)Nc2ccc(O)cc2)cc1	0.4	1.7	-1.0	9	-3.2	-0.7	-3.3	0	1
CCOC(=O)/C(C#N)=C1\C(=O)N(Cc2ccccc2)c2ccccc21	0.4	1.4	-0.4	-5	-0.2	-1.5	-1.5	-1	20
COc1ccc(NC(=O)CNC(=O)c2ccc([N+](=O)[O-])cc2)cc1	1.5	-3.5	-0.7	1	-0.4	-2.6	-3.0	1	-2
COC(=O)c1sc2ccccc2c1NC(=O)c1cccs1	-0.9	-0.2	-0.2	6	i	1.1	-2.0	1	13
CCOc1ccc(CN(C)C(=O)c2cccnc2OCC)cc1OC	0.6	1.8	.	3	i	-0.8	-0.2	3	-5
COCc1nnc(SCC(=O)NCc2ccccc2)n1-c1ccccc1	0.2	0.1	0.2	4	-0.4	1.5	-0.6	-2	9
CCOC(=O)C1=C(C)NC(=S)NC1c1ccc(OC(=O)c2ccco2)cc1 (stereo unspecified)	.	3.2	-1.7	3	-0.4	0.7	-2.3	1	19
